Compound activity from PubChem BioAssay.
HEK293 tox = Cytotoxic Profiling in HEK 293 Cell Line of Diverse Libraries Using Quantitative High-Throughput Screening; HEK 293 viability, ATP luminescence (CellTiter-Glo), 48-72 h; Potency, µM (highest dose often 115 µM), for inactives: top-dose activity change, negative = cytotoxicity, most hits filed as inhibitors; actives 6.6% (n = 94,000); note: potency is the fitted concentration of half-maximal effect; nearly all actives have a fitted effect of over 60% in size
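Pintool-delivered compounds were incubated with HEK 293 cells (250 cells/well) at 37 degree Celsius for 48 or 72 hr. ATP-dependent luminescence (CellTiter-Glo) then reported remaining viable cells.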
FLuc inh = Firefly luciferase inhibition profiling of diverse chemical library using quantitative high-throughput screening; Luciferin 4-monooxygenase (Photinus pyralis), P08659; purified P. pyralis luciferase, luminescence, biochemical; Potency, µM (series often up to 115 µM), without a hit: at the top dose activity change, negative = inhibition, actives largely listed as inhibitors; actives 2.5% (n = 76,000); note: potency is the fitted concentration of half-maximal effect; nearly all actives have a fitted effect of over 65% in size
Target sequence (P08659 whole entry, looked up): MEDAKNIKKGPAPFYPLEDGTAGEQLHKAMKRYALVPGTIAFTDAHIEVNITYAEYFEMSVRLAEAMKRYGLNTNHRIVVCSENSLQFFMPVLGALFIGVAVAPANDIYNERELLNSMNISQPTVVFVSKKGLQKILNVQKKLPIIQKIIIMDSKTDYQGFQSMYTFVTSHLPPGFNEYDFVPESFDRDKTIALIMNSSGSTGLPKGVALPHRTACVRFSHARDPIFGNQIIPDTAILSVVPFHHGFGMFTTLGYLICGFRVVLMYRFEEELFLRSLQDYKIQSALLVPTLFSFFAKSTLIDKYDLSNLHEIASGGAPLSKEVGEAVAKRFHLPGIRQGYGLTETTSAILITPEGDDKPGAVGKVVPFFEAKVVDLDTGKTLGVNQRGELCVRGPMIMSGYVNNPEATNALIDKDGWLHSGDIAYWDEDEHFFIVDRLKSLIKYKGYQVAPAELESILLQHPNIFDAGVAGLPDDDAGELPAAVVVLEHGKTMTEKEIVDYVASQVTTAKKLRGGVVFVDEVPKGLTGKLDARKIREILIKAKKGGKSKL
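Luminescence read by CCD imaging after purified firefly luciferase (10nM final) was added to substrate buffer holding 10uM D-luciferin and 10uM ATP, pH 7.5, pre-dosed with compound.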
NIH3T3 tox = Cytotoxic Profiling in NIH 3T3 Cell Line of Diverse Libraries Using Quantitative High-Throughput Screening. NIH 3T3 viability, CellTiter-Glo ATP luminescence, 48-72 h. Potency, µM (titrated, usually from 96.7 µM), inactives show at the top dose activity change, negative = cytotoxicity, actives largely listed as inhibitors. actives 4.3% (n = 94,000). AID 1345082, 2018; note: potency is the fitted concentration of half-maximal effect; nearly all actives have a fitted effect of over 55% in size
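ATP-dependent luminescence (CellTiter-Glo) served as the viability signal for NIH 3T3 cells treated with compound for 48 or 72 hr at 37 °C.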
IP6K1 inhibitor = Primary qHTS assay for small molecule inhibitors of Inositol hexaphosphate kinase 1 (IP6K1) | actives 0.81% (n = 140,000) | activity change, % (series mostly up to about 58 µM) | IP6K1 kinase, ADP-Glo luminescence, 2 h; hits give low values; in the data active = activity change below about -25%
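ADP-Glo luminescence measures ADP made by human IP6K1 during a 2 h RT reaction with ATP/IP6 (mix at 1.3 mM/130 uM); top library doses 57.5 and 19.1 uM final.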
GPT2 inhibitor = Primary qHTS assay for inhibitors of Glutamate pyruvate transaminase 2 (GPT2); actives 0.25% (n = 100,000); Potency, µM (titrated, usually from 57.7 µM), for the others: at the highest dose activity change, negative = inhibition, usual class: inhibitors; AID 1671188, 2021; Alanine aminotransferase 2 (Homo sapiens), Q8TD30; Recombinant GPT2, coupled pyruvate oxidase/HRP Amplex Red fluorescence; note: potency is the fitted concentration of half-maximal effect; nearly all actives have a fitted effect of over 60% in size; many of its hits are not listed in these tables
Target sequence (Q8TD30 whole entry, looked up): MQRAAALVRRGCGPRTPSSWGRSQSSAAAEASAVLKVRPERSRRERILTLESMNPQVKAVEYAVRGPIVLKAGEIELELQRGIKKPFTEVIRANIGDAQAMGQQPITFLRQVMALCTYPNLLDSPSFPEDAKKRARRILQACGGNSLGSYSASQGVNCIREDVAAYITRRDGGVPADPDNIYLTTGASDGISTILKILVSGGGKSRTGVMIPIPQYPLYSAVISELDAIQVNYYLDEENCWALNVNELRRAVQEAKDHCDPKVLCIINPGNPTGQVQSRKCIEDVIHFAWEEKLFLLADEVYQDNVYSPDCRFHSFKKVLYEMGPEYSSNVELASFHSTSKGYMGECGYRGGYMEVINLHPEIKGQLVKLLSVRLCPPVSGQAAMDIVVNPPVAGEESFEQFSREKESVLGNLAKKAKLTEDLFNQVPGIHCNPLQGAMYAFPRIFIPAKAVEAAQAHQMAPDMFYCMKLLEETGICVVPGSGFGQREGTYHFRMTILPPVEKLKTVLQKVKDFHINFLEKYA
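Inhibition is scored from Amplex Red fluorescence generated when pyruvate oxidase and HRP act on pyruvate released by GPT2. Reactions contain 10ng/uL enzyme, 250uM a-KG and 2mM L-alanine and run 30 min at room temperature.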
SNCA viab count = GF-AFC viability counterscreen for inhibitors of alpha-synuclein gene (SNCA) expression; Potency, µM (top dose mostly 57.1 µM), inactives show top-dose activity change, negative = cytotoxicity, hits mostly cytotoxic; HEK-293-SNCA-luc viability, GF-AFC fluorescence, 24 h; AID 1671193, 2021; actives 0.12% (n = 150,000);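 note: potency is the fitted concentration of half-maximal effect; 0% = DMSO-treated cells and -100% = medium-only wells without cells; nearly all actives have a fitted effect of over 30% in size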
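HEK-293-SNCA-luc cells (1500/well) plated 24 h, then exposed 24 h to a dilution series; GF-AFC added 30 min at 37C, fluorescence 405/540 nm; normalised to medium-only and DMSO wells, Hill fit.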
SNCA expr inhib = Primary qHTS assay for inhibitors of alpha-synuclein gene (SNCA) expression; HEK-293 SNCA-luciferase knock-in, luminescence, 24 h; Potency, µM (highest dose often 57.2 µM), inactives show at the top dose activity change, negative = inhibition, usual class: inhibitors; actives 0.17% (n = 140,000);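 note: potency is the fitted concentration of half-maximal effect; plate controls were DMSO cells for no effect and cell-free wells for full effect; nearly all actives have a fitted effect of over 45% in size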
Starred values were filed as active, the others as inactive; i = inactive; u = inconclusive; x = no result given; & = joins results of further samples; [ ] = another dose, or the depositor's remark. Unless noted, calls come from the whole dose curve; as a rule, active = well fitted curve in the direction sought with a large enough effect; inconclusive = small, poorly fitted or top-dose-only effect, or another doubt; inactive = no such curve, though single readings can be large; an effect the other way counts as inactive or inconclusive. Unless noted, % is set by controls: 0 for no effect and ±100 for the full control effect.

Preview, two compounds:
SMILES | HEK293 tox | FLuc inh | NIH3T3 tox | IP6K1 inhibitor | GPT2 inhibitor | SNCA viab count | SNCA expr inhib
CN1CCC(OC2CCN(C(=O)c3ccc(F)cc3F)CC2)CC1 | 10% | 9% | -10% | 11 | -14% | 2% | 0%
COc1ccc(OC)c(-c2noc(N3CCN(c4cc(Cl)ccc4C)CC3)n2)c1 | x | x | x | 22 | x | -2% | 49%[activator]

All compounds of this part, from the first entry:
SMILES | HEK293 tox | FLuc inh | NIH3T3 tox | IP6K1 inhibitor | GPT2 inhibitor | SNCA viab count | SNCA expr inhib
CN1CCC(OC2CCN(C(=O)c3ccc(F)cc3F)CC2)CC1 | 10% | 9% | -10% | 11 | -14% | 2% | 0%
COc1ccc(OC)c(-c2noc(N3CCN(c4cc(Cl)ccc4C)CC3)n2)c1 | x | x | x | 22 | x | -2% | 49%[activator]
COCCCn1c(=O)c(C(=O)N2CCN(C(=O)c3ccccc3C)CC2)nc2cccnc21 | -1% | x | -14% | -2 | -7% | -17% | u
Cc1csc2nc(-c3cccc(NC(=O)c4ccc(S(N)(=O)=O)cc4)c3)cn12 | x | x | x | -11 | x | 7% | 84%[activator]
CCc1cc(Cl)c(OC)c(C(=O)NC[C@@H]2CCCN2CC)c1O | x | x | x | -5 | i | 13%[23.9 µM] | 13%[25.6 µM]
Cc1oc(-c2ccccc2)nc1CNS(=O)(=O)c1ccc(Cl)cc1 | x | x | x | 10 | x | 4% | 2%
COc1ccc(-c2nc(C3CC3)nc3c2CCN(Cc2ccnn2C)CC3)cc1 | -6% | x | -5% | -18 | i | u | -4%
Cc1nc2n(n1)C(C(=O)Nc1ccccc1C)CC(=O)N2 (configuration not stated) | 12% | -5% | 0% | 2 | i | -16% | u
CNc1nccc(N2CCC(CC(=O)NCCC(C)C)CC2)n1 | 32µM* | 9% | u | 16 | 2% | -9% | u
Fc1ccc(CNc2cc3c(cn2)NCCN(Cc2ccccc2)C3)cc1 | u | 13%[172 µM] | u | -19 | u | 4%[87.6 µM] | -18%[87.6 µM]
Cc1noc(C)c1CC(=O)N1[C@@H]2CC[C@H]1CC(NC(=O)c1ccc(F)cc1)C2 (some centres not stated) | i | -4% | -8% | 12 | i | 9% | -15%
c1cncc(CN2CCC[C@H]2c2nc(-c3ccnc(N4CCCC4)c3)no2)c1 | u | 6%[172 µM] | u | 9 | -11%[88.5 µM] | 1%[87.6 µM] | 13%[87.6 µM]
Cc1ccc(CN2COc3ccc4c(-c5ccccc5)cc(=O)oc4c3C2)cc1 | x | x | x | -6 | x | u | 6%
N=c1n(CCN2CCCCC2)c2ccccc2n1CC(O)COc1ccccc1 (configuration not stated) | x | x | x | -23 | x | u | u
Cc1ccc(C)c(NC(=O)CSc2nc(-c3ccccc3)c(C#N)c(=O)[nH]2)c1 | x | x | x | -13 | x | 5% | 0%
CS(=O)(=O)N(C1CCOCC1)C1CN(C(=O)c2ccoc2)C1 | -5% | 3% | 0% | 7 | i | -2% | 8%
CCn1cc2nc(SCc3cc(C)ccc3C)n(Cc3ccc(C)cc3)c(=O)c2n1 | x | x | x | -2 | x | 1% | -7%
CS(=O)(=O)c1ccc(CN2CCC[C@H]2c2nc(-c3ccnc(N4CCOCC4)c3)no2)cc1 | i | 6% | -1% | 6 | i | -9% | 25%
O=C(CCOCCOCCOCCOCCC(=O)Nc1c(I)cc(I)c(C(=O)O)c1I)Nc1c(I)cc(I)c(C(=O)O)c1I | x | x | x | -2 | -28% | -3%[23.9 µM] | -13%[25.6 µM]
O=C1[C@@H]2C[C@@H](CN2Cc2ccc(F)c(F)c2)Oc2ccccc2N1Cc1ccccn1 | u | -4%[172 µM] | u | 4 | u | -16%[87.6 µM] | -12%[87.6 µM]
CCN1c2ccccc2-c2nc(SCC(=O)Nc3ccc(C)c(Cl)c3)ncc2S1(=O)=O | x | x | x | 31 | x | -13% | -12%
O=C(c1ccccc1F)N1CCCC2(C1)C(=NC1CCCC1)NC(=O)N2c1cc(F)cc(F)c1 (configuration not stated) | u | -12% | u | 7&-16 | i | 9%&3% | -6%&6%
CC(C)N1CCC2(CC1)CN(C(=O)c1cccnc1)Cc1ccccc1O2 | 3% | x | -21% | 3 | i | 4% | -10%
COc1ccc(NC(=O)N2C[C@@H]3C[C@H](C2)c2c(NC(=O)c4ccc5c(c4)OCO5)ccc(=O)n2C3)cc1 | -28% | 3% | 0% | -6 | i | -9% | 2%
COCCN1C(=O)Cc2ccccc2C1C(=O)NCc1cc(F)ccc1F (configuration not stated) | 5% | -3% | 3% | 4 | u | -1% | 6%
(further entries)
SMILES | HEK293 tox | FLuc inh | NIH3T3 tox | IP6K1 inhibitor | GPT2 inhibitor | SNCA viab count | SNCA expr inhib
CN(C(=O)CSc1nnc(NC(=O)Nc2ccccc2)s1)c1ccccc1 | x | x | x | 1 | x | 3% | -7%
CC(=O)O[C@]1(C(C)=O)CC[C@@H]2[C@@H]3C[C@H](C)C4=CC(=O)CC[C@]4(C)[C@H]3CC[C@@]21C | x | x | x | x | i | 0% | 8%
O=C(c1ccc2c(c1)[nH]c(=O)n2C1CCC(O)CC1)N1CCOCC(O)C1 (configuration not stated) | -8% | -9% | -11% | -6 | 3% | 14% | 2%
COc1ccc(CN2CC(C(C)(C)C)Oc3nc(C)ccc3C2=O)cc1 (configuration not stated) | -19%[57.5 µM] | x | u | -12 | -5%[27.3 µM] | 4%[23.9 µM] | 19%[25.6 µM]
O=C(Cc1cccn1-c1cccc(Cl)c1)NCc1cccs1 | u | 0% | -15% | 3 | i | -12% | -6%
CC(=O)N1c2c(cc(Br)cc2S(=O)(=O)N2CCN(c3cccc(Cl)c3)CC2)CC1C (configuration not stated) | x | x | x | -2 | x | -6% | u
Cc1ccccc1OCC(=O)Nc1nnc(SCc2cc(=O)n3cccc(C)c3n2)s1 | x | x | x | -5 | x | 7% | -11%
CCNc1ncc(C(=O)N2CCCC(Nc3ccc(OC)cc3)C2)cn1 (configuration not stated) | -18% | -9% | -19% | 6 | i | 11% | 5%
CCn1cc(C(=O)N2CCN(c3ccc(OC)cc3)CC2)c(=O)c2cc(S(=O)(=O)N(C)C3CCCCC3)ccc21 | x | x | x | 6 | x | 17% | -11%
CN1CCC(Cn2ccc3c(N4CCOCC4)nc(-c4cccc(N5CCOCC5)c4)cc32)CC1 | u | 4% | 32µM* | 24 | 1% | 2% | -19%
Cn1ncc2c(C(=O)N3CCCC3)cc(-c3ccc(Cl)nc3)nc21 | -5%[230 µM] | x | -17%[174 µM] | -9 | 4%[88.5 µM] | 14%[87.6 µM] | 8%[87.6 µM]
O=C(CSc1nc(=O)[nH]c2c1CCCC2)Nc1cc(C(F)(F)F)ccc1Cl | x | x | x | -10 | x | -12% | -3%
CSCC(=O)N[C@H]1CCN2C(=O)c3cc(-c4ccccc4F)ccc3NC(=O)[C@H]12 | u | 3%[172 µM] | -45%[174 µM] | -4 | -7%[88.5 µM] | -3%[87.6 µM] | 15%[87.6 µM]
COC(=O)N1CCc2nc(C3CC3)nc(-c3ccc(Cl)cc3)c2C1 | u | -4%[172 µM] | u | 6 | i | -2%[87.6 µM] | 7%[87.6 µM]
O=C(NCc1cccs1)c1nc(-c2cccc(C(F)(F)F)c2)c2ccccn12 | u | 3% | -16% | -5 | 3% | 1% | 7%
O=C(CSc1nnc(-c2ccccc2Br)n1-c1ccccc1)c1ccc(F)cc1 | x | x | x | -9 | x | -4% | u
Cc1cnc(CCNC(=O)C2(c3ccccc3)CC2)n1C1CCCCCC1 | 40µM* | 7% | u | -2 | i | -8% | -18%
CCCCN(C(=O)Nc1ccc(Cl)cc1)C1CCN(C(C)=O)CC1 | x | x | x | 31 | x | 3% | 30%
COc1ccc(N(CC(C)C)S(=O)(=O)c2nnc(NC(=O)c3cccs3)s2)cc1 | x | x | x | -12 | x | 0% | u
O=C1CCN(C2CCOCC2)CCCC(c2nc(-c3cccnc3)no2)CCN1 (configuration not stated) | 4% | 1% | -10% | 13 | -9% | -24% | u
CCOc1cc(=O)n2c(c1C(=O)Nc1cc(C)ccc1C)CCCC2 | u | -10% | -6% | 11 | i | -9% | -23%
COc1cc2c(cc1OC)CN(C1CCCN(Cc3c(O)cccc3OC)C1)CC2 (configuration not stated) | -22% | 0% | -24% | 9 | -11% | -5% | u
O=C(c1ccccc1F)N1CCC(N2CC3CCCN3C2=O)CC1 (configuration not stated) | i | -6%[172 µM] | -11%[138 µM] | 10 | -3%[88.5 µM] | 11%[87.6 µM] | -8%[87.6 µM]
CCOc1ccc(-n2c(Cc3ccccc3)nnc2SCc2nc(-c3ccccc3C)no2)cc1 | x | x | x | -8 | x | -18% | u
CCCCn1c(=O)c(C(=O)N2CCN(C(=O)Cc3ccc(OC)cc3)CC2)nc2cccnc21 | -7% | x | -21% | 14 | i | -5% | 14%
COc1ccccc1-c1ccc(CN2CCC(N[S+](C)(=O)[O-])C2)cc1 (configuration not stated) | u | x | u | 14 | x | x | x
COc1ccc(-c2ccc(=O)n(CC(=O)Nc3ccc(N(C)C)cc3)n2)cc1 | x | x | x | -5 | x | -17% | 57%[activator]
COc1ccc(C2NC(=O)N(Cc3nc(C4CC4)no3)C3=C2C(=O)OC3)cc1 (configuration not stated) | -2% | 5% | i | 20 | 2% | 6% | -18%
CCCn1c(C)cnc1CCNS(=O)(=O)CCC | i | 0% | -15% | 15 | 4% | 1% | 15%

Four records drawn at random from those above:
SMILES | HEK293 tox | FLuc inh | NIH3T3 tox | IP6K1 inhibitor | GPT2 inhibitor | SNCA viab count | SNCA expr inhib
COc1ccc(-c2ccc(=O)n(CC(=O)Nc3ccc(N(C)C)cc3)n2)cc1 | x | x | x | -5 | x | -17% | 57%[activator]
Cc1cnc(CCNC(=O)C2(c3ccccc3)CC2)n1C1CCCCCC1 | 40µM* | 7% | u | -2 | i | -8% | -18%
COc1ccc(OC)c(-c2noc(N3CCN(c4cc(Cl)ccc4C)CC3)n2)c1 | x | x | x | 22 | x | -2% | 49%[activator]
Fc1ccc(CNc2cc3c(cn2)NCCN(Cc2ccccc2)C3)cc1 | u | 13%[172 µM] | u | -19 | u | 4%[87.6 µM] | -18%[87.6 µM]
